Source: PubChem BioAssay
Lipid droplet: hepatic lipid droplet formation modulation | 0.4% of 240,000 active | AML12 mouse hepatocytes, oleate lipid droplets, BODIPY imaging | inhibition, % at 6.5 µM;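 active means lipid droplet intensity inhibited by at least 50%, with more than 500 cells counted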
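System: AML12 hepatocytes (mouse). Probe or stimulus: oleic acid at 100 µM to induce lipid droplet formation. Times: overnight treatment with compound plus oleate. Detection: Image-based BODIPY and DAPI two-channel analysis. Evaluation: percent inhibition of filter-corrected integrated lipid droplet intensity per well.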
PhoP inhibition: inhibitors of PhoP regulon expression, primary screen, Salmonella Typhimurium, GFP reporter (AID 1863); 0.16% of 300,000 active; inhibition, % at 50 µM, or IC50 in µM where a hit was titrated; S. Typhimurium PhoP-regulated promoter GFP reporter, 4 h; higher % means a stronger effect;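 active means inhibition over 29.93%, a cutoff 3 SD above the screen mean, later confirmed by dose response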;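 further: 0% = low Mg2+ inducing control and 100% = high Mg2+ repressing control; strong numbers were not always called active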
T cell HTS: modulates CD8 T cell binding to vesicles. 2C CD8+ T cell-vesicle binding, flow cytometry; active compounds read low. calls only at 7 µM. 0.068% of 330,000 active. AID 2052;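 active means response, share of CD8 T cells binding vesicles, and their 90th percentile fluorescence all below set limits, cut at about 80% in these data, passing the limit was not always enough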
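Read-out – percent CD8+ FL2 mean versus row control · System – murine 2C transgenic CD8+ T lymphocytes · Times – 1.5 h cell–vesicle binding at 37 °C, then 20 min icy labelling · Control set – naked vesicles low, QL9 vesicles with vehicle high · Detection – cytometric PE anti-B7-1 and Alexa647 anti-CD8 signals after 1% paraformaldehyde fixation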
Lipid droplet cells 6.5 µM: second read-out of Lipid droplet, no call of its own (marks repeat the call); cell count; measured here: cell count, cytotoxicity flag;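 cells counted across two imaged fields per well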
T cell HTS vesicle-bound %: second read-out of T cell HTS, no call of its own (marks repeat the call); double positive events, %; measured here: CD8+ vesicle-bound cell fraction;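 binding gate set so that unloaded-vesicle control wells show 10% double positive cells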
Starred values were filed as active, the others as inactive; i = inactive. These rows are one share of the data; rates above refer to the full screens.

SMILES	Lipid droplet	Lipid droplet cells 6.5 µM	PhoP inhibition	T cell HTS	T cell HTS vesicle-bound %
O=C(NCCN1CCOCC1)c1cccc(S(=O)(=O)N2CCCC2)c1	5	668	1%	i	66
COc1ccc(CCN2CC(C(=O)NCCc3cnn(C)c3)CCC2=O)cc1 (stereo not drawn)	2	706	9%	i	55
CCCc1nc2nc(C)c(NS(=O)(=O)c3ccc(C4CCCCC4)cc3)c(=O)n2[nH]1	2	841	4%	i	38
Cc1nc2ccc(S(=O)(=O)N(C)CC(=O)NCc3ccc(N(C)C)cc3)cc2s1	-20	717	-5%	i	9
COc1ccc(-c2cc(C(=O)N3CCN(c4ccccc4F)CC3)c3ccccc3n2)c(OC)c1	-10	908	0%	i	8
CCOC(=O)C1CCN(C(=O)CCS(=O)(=O)Cc2ccccc2)CC1	10	804	0%	i	22
O=C(NC1CCCCCC1)c1cc2ccccc2oc1=O	-4	799	-9%	i	56
C=CCn1cccc(C(=O)Nc2ccc(OC)c(Cl)c2)c1=O	1	846	1%	i	46
COc1ccc(CN2CCNC(=O)C2CC(=O)N2CCCN(C(C)=O)CC2)cc1OC (stereo not drawn)	7	716	-6%	i	21
Cc1cccc(NS(=O)(=O)c2ccc3c(c2)CCN3C(=O)CCC(=O)O)c1	-6	400	4%	i	34
COc1ccc(S(=O)(=O)N2CCC(C(=O)NC3CCCC3)CC2)cc1OC	6	696	3%	i	52
CC(C)CCN(Cc1ccco1)S(=O)(=O)c1csc(C(N)=O)c1	2	697	-1%	i	48
Nc1nnc2c(C(F)(F)F)nc3ccccc3n12	10	789	6%	i	56
Nc1ncc2c(n1)-c1ccoc1CC2	1	832	-2%	i	62
CNC(=O)c1c(NC(=O)c2ccc(S(=O)(=O)N3CCCC3)cc2)sc2c1CCN(C(C)C)C2	-1	850	-20%	i	57
COc1cc(/C=C2/C(=O)NN(c3ccc(F)cc3)C2=O)cc(Cl)c1O	-3	845	-3%	i	20
Cc1cc(C)n(CCCNC(=O)c2cc(COc3ccc(C)c(C)c3)on2)n1	-13	654	-7%	i	38
COc1cccc(OC)c1C(=O)Nc1nnc(-c2ccc(F)cc2)s1	-5	787	11%	i	57
COc1ccc(NC(=O)Nc2cc(C(C)(C)C)on2)cc1OC	-18	687	-3%	i	68
COc1ccccc1CN1CCNC(=O)C1CC(=O)N(C)CC1CCOCC1 (stereo not drawn)	10	737	-11%	i	11
COc1ccc(CN(C)CC(O)COc2ccc(C(=O)c3ccccc3)cc2)c(OC)c1OC (stereo not drawn)	6	768	2%	i	47
C[C@@]12CCC3[C@@](CC[C@@H]4[C@](C)(C(=O)O)CCC[C@@]34C)(C[C@H]1O)C2 (stereo partly drawn)	-5	791	-3%	i	33
Cc1cnc(C(=O)OCC(=O)c2ccc(F)cc2)cn1	4	703	6%	i	56
O=CN1CCN(CC(O)Cn2c3ccccc3c3ccccc32)CC1 (stereo not drawn)	-8	828	-3%	i	14
Cc1ccc(NS(=O)(=O)c2cc(C(=O)NCc3cccnc3)ccc2C)cc1	-23	614	2%	i	64

Results in Lipid droplet, for 6 of the compounds above:
structure,Lipid droplet
O=C(NCCN1CCOCC1)c1cccc(S(=O)(=O)N2CCCC2)c1,5
COc1ccc(CCN2CC(C(=O)NCCc3cnn(C)c3)CCC2=O)cc1 (stereo not drawn),2
CCCc1nc2nc(C)c(NS(=O)(=O)c3ccc(C4CCCCC4)cc3)c(=O)n2[nH]1,2
Cc1nc2ccc(S(=O)(=O)N(C)CC(=O)NCc3ccc(N(C)C)cc3)cc2s1,-20
COc1ccc(-c2cc(C(=O)N3CCN(c4ccccc4F)CC3)c3ccccc3n2)c(OC)c1,-10
CCOC(=O)C1CCN(C(=O)CCS(=O)(=O)Cc2ccccc2)CC1,10

Entries of single compounds, looked up by structure. Screens in order: Lipid droplet	Lipid droplet cells 6.5 µM	PhoP inhibition	T cell HTS	T cell HTS vesicle-bound %
CNC(=O)c1c(NC(=O)c2ccc(S(=O)(=O)N3CCCC3)cc2)sc2c1CCN(C(C)C)C2 across the screens: -1	850	-20%	i	57
COc1cccc(OC)c1C(=O)Nc1nnc(-c2ccc(F)cc2)s1 across the screens: -5	787	11%	i	57

Arranged by formula weight (ascending): part of the list above
SMILES	Lipid droplet	Lipid droplet cells 6.5 µM	PhoP inhibition	T cell HTS	T cell HTS vesicle-bound %
Cc1ccc(NS(=O)(=O)c2cc(C(=O)NCc3cccnc3)ccc2C)cc1	-23	614	2%	i	64
COc1ccc(S(=O)(=O)N2CCC(C(=O)NC3CCCC3)CC2)cc1OC	6	696	3%	i	52
COc1ccc(-c2cc(C(=O)N3CCN(c4ccccc4F)CC3)c3ccccc3n2)c(OC)c1	-10	908	0%	i	8

Other results:
SMILES	Lipid droplet	Lipid droplet cells 6.5 µM	PhoP inhibition	T cell HTS	T cell HTS vesicle-bound %
CCOc1ccc(S(=O)(=O)N(CC)CC(=O)NCc2cccnc2)cc1	-20	714	0%	i	45
O=C(O)c1ccc(C2(c3ccc(C(=O)O)cc3)OC(=O)c3ccccc32)cc1	-10	791	-1%	i	65
COc1cc(OC)cc(C(=O)Nc2ccc(C(=O)NCC3CCCO3)cc2)c1 (stereo not drawn)	6	895	1%	i	40
CCCCc1cc(=O)oc2cc(C)cc(OC(C)C(=O)NC(Cc3c[nH]c4ccc(O)cc34)C(=O)O)c12 (stereo not drawn)	-3	782	3%	i	30
COc1ccc(CCNC(=O)C2(c3ccccc3)CC2)cc1	-8	834	-5%	i	28
Cc1cc(=O)[nH]c(SCC(=O)Nc2nonc2C)n1	17	818	3%	i	32
C=CCn1c(NC(=O)c2ccc(C)cc2)nc2ccccc21	-8	838	10%	i	38
CCn1c(SCC(=O)Nc2ccc(NC(C)=O)cc2)nc2c([nH]c3ccccc32)c1=O	-12	794	-1%	i	56
COc1cccc(CNC(=O)CN2C(=O)COc3ccc(S(=O)(=O)N4CCCCC4)cc32)c1	-33	686	-6%	i	2
CCN1CCN(S(=O)(=O)c2c(C)cc(C)cc2C)CC1	-9	892	3%	i	61
CCCNC(=O)Cn1nc(C)n2c(cc3cc(F)ccc32)c1=O	-2	825	11%	i	26
COCCCN(C(=O)c1ccccc1)c1nc(-c2ccc(OC)cc2)cs1	1	881	1%	i	56

A few values from the list:
In PhoP inhibition, `COc1cc(OC)cc(C(=O)Nc2ccc(C(=O)NCC3CCCO3)cc2)c1` (stereo not drawn) is entered as 1%
In Lipid droplet cells 6.5 µM, `CCCNC(=O)Cn1nc(C)n2c(cc3cc(F)ccc32)c1=O` is entered as 825
In Lipid droplet, `Cc1cc(=O)[nH]c(SCC(=O)Nc2nonc2C)n1` is entered as 17
In Lipid droplet cells 6.5 µM, `O=C(O)c1ccc(C2(c3ccc(C(=O)O)cc3)OC(=O)c3ccccc32)cc1` is entered as 791
In T cell HTS vesicle-bound %, `C=CCn1c(NC(=O)c2ccc(C)cc2)nc2ccccc21` is entered as 38
In Lipid droplet cells 6.5 µM, `CCOc1ccc(S(=O)(=O)N(CC)CC(=O)NCc2cccnc2)cc1` is entered as 714
